Source: PubChem
Apaf1 inhib: inhibitors of human Apaf-1 apoptosome | O14727 | reconstituted apoptosome caspase-3 activity, DEVD-Rh110 fluorescence | inhibition, % at 20 µM | 330,000 tested, 0.71% active | AID 489030; active = inhibition of at least 40% at 20 µM;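 also: plate controls were DMSO wells for no effect and DEVD-CHO caspase inhibitor wells for full effect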
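Material: reconstituted apoptosome with Apaf-1, cytochrome c, caspase-9, procaspase-3, dATP. Technique: Rh110 fluorescence intensity. Buffer or medium: pH 7.5 Hepes buffer with CHAPS, BSA, DTT. Times: 30 min plus 50 min, RT.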
EBI2 block: blocks human EBI2 receptor beta-arrestin signaling. P32249. EBI2 beta-arrestin recruitment, luminescence, 7a,25-OHC stimulated. inhibition, % at 5 µM. 360,000 tested, 0.81% active. AID 651636; in the data active = inhibition above about 38%;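 also: enzyme fragment complementation signal reports receptor beta-arrestin coupling in cells; 0% = agonist plus DMSO wells and 100% = wells without agonist; some results beyond the cut were filed as inactive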
Target sequence (P32249 whole entry, looked up, the tested form may be a part): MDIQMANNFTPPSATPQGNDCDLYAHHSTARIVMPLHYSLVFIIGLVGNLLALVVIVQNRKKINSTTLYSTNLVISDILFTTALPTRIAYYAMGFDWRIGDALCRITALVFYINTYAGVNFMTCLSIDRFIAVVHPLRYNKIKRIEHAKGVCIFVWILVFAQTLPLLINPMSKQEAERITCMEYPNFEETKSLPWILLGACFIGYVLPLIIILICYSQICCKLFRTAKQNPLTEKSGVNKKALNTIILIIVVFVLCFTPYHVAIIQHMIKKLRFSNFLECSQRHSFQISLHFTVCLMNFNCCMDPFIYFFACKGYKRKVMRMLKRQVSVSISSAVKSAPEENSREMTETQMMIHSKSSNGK
UBC13 inh: blocks human UBC13 polyubiquitin chain formation. 330,000 tested, 0.47% active. P61088. AID 485273. inhibition, % at 20 µM. TR-FRET; in the data active = inhibition above about 45%, passing the limit was not always enough
CCR6 antagonist: CCR6 (human) receptor antagonism; CHO-K1 CCR6 PathHunter beta-arrestin, luminescence, CCL20-stimulated; P51684; 340,000 tested, 0.49% active; inhibition, % at 20 µM;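 active = compounds whose inhibition of the agonist-driven luminescence signal at 20 µM reaches about 50%, limit read from the data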;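 also: cells stimulated with CCL20 at 14 nM final; plate controls were DMSO with CCL20 for no effect and DMSO without agonist for full effect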
Target sequence (P51684 whole entry, looked up): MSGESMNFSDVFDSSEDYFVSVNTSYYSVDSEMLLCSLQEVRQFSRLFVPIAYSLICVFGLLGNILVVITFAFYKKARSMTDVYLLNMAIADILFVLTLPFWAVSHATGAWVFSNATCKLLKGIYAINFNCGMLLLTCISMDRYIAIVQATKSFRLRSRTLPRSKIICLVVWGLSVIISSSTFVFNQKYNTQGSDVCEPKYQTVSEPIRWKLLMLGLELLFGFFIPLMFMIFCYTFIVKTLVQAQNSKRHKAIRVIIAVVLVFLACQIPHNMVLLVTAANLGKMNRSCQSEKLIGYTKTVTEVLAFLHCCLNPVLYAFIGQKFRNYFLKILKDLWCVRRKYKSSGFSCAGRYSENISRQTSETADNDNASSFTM
Gli-Sufu antag: antagonists of Gli-Sufu signaling | Sufu-KO-LIGHT fibroblasts, Gli luciferase reporter luminescence | inhibition, % at 5 µM | 340,000 tested, 0.74% active;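 active = inhibition above about 55%, limit read from the data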;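 also: 0% = DMSO-treated cells and 100% = wells with medium but no cells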
Jurkat NFkB inh: inhibitors of the PMA/ionomycin-induced NF-kB reporter in Jurkat cells. PMA/ionomycin-induced NF-kB luciferase reporter, luminescence. inhibition, % at 4 µM. 330,000 tested, 0.53% active
697 NFkB inh: lowers PMA/ionomycin-induced NF-kB signal in 697 B cells. 697 B-cell NF-kB luciferase reporter, 16 h. inhibition, % at 4 µM. 330,000 tested, 0.33% active; in the data active = inhibition above about 35%
SENP8 block: SENP8 protease inhibition. Q96LD8. purified SENP8, Z-RLRGG-aminoluciferin cleavage, luminescence. inhibition, % at 10 µM. 330,000 tested, 1.2% active. AID 2540
Target sequence (Q96LD8 whole entry, looked up): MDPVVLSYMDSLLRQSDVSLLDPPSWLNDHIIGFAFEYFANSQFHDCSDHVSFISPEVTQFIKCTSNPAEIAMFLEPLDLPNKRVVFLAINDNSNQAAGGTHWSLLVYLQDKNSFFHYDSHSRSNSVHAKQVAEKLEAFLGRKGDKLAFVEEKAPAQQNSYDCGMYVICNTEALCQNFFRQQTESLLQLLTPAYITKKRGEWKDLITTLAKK
* marks the source's active call; other numbers are inactive results; x = no result given. Rule as the data show it, unless noted: active = inhibition above about 50%; inactive = the rest. These rows are one share of the data (hit frequency here may not be typical).

Second line of a record – Apaf1 inhib	EBI2 block	UBC13 inh	CCR6 antagonist	Gli-Sufu antag	Jurkat NFkB inh	697 NFkB inh	SENP8 block
- O=C(COc1ccc2ccc(=O)oc2c1)Nc1ccc(CN2CCOCC2)cc1
    -15	1	2	18	-6	-2	3	-4
- Cc1ccc2nc(SCC(=O)N3CCCC3)nc(=O)n2c1
    -1	-5	-9	-5	-6	-9	7	-8
- Cc1cnc(CN(C)C(=O)c2ccc3oc(Cc4ccc(Cl)cc4)nc3c2)[nH]1
    5	-4	2	0	17	-1	-19	10
- C=CCC(O)(CC=C)C(C)N (stereo not given)
    -9	-11	4	8	-2	-15	-8	5
- O=C(CSc1nnc(C2CC2)n1C1CC1)c1ccc(Br)s1
    0	5	4	9	-8	-20	-7	3
- CC(C)(C)OC(=O)N1CCN(c2ccc(NC(=O)Cn3nnc(-c4ccccc4)n3)cc2)CC1
    -6	7	9	9	3	3	3	-5
- Clc1ccccc1CSc1nnc(-c2ccncc2)o1
    26	-18	-13	10	-61	-67	-97	10
- Nc1c(-c2ccccc2)cnn1-c1cccc(Cl)c1
    13	0	7	22	-112	-120	-136	84*
- COCc1nnc(NC(=O)c2ccc(S(=O)(=O)N3CCOCC3)cc2)o1
    0	-14	-8	2	-12	-8	-10	-3
- Cc1cc(NC(=O)COn2nnc3ccc(S(C)(=O)=O)cc32)ccc1Br
    -7	14	-1	26	-12	3	-1	1
- O=C(CN(CCc1ccccc1)C(=O)c1csnn1)NCc1ccc(F)cc1
    4	-2	-1	7	1	-1	-7	-3
- Nc1nc(-c2ccc(Br)cc2)c(S(=O)(=O)c2ccccc2)s1
    8	3	9	14	21	1	16	-4
- Cc1cc(C)c(C)c(S(=O)(=O)Nc2ccccc2N2CCOCC2)c1C
    13	21	13	15	2	6	7	5
- CCOC(=O)C1CCCN(c2c(NCCN(CC)c3ccccc3)c(=O)c2=O)C1 (stereo not given)
    2	-1	2	8	0	10	15	-2
- O=C(CCc1ccccc1)Nc1nc2nc(-c3ccccc3)cc(=O)n2[nH]1
    13	3	-6	3	2	-2	2	-1
- NC(=O)c1ccc(CSc2nc3ccccc3s2)cc1
    1	-1	12	9	-74	-69	6	10
- O=C(NCCc1ccccc1)C1CCC(=O)N(Cc2cccc(C(F)(F)F)c2)C1 (stereo not given)
    4	4	-12	9	-2	5	-14	7
- COc1ccc(OCc2nnc(SCC(=O)N3CCCCC3)o2)cc1
    0	26	4	3	-6	3	6	0
- CCOC(=O)C1(Cc2ccccc2C)CCCN(Cc2ccc(NC(C)=O)cc2)C1 (stereo not given)
    -2	-2	1	0	-16	12	-3	-8
- COCCNC(=O)CN(C(=O)CCC(=O)Nc1ccccn1)c1cc(C)ccc1C
    -9	-1	-6	5	-4	0	-2	2
- COc1ccc(N2CCN(C(=O)CCC(=O)N3CC(C)Oc4ccc(C)cc43)CC2)cc1 (stereo not given)
    7	2	-5	11	4	9	-4	-8
- Cn1c(=O)n(C)c2cc(S(=O)(=O)NCCO)ccc21
    -11	4	6	28	-1	5	8	9
- CCCn1c(SCC(=O)Nc2ccc3c(c2)OCCO3)nnc1-c1ccco1
    -7	-4	0	-2	-3	0	12	3
- COc1ccc2cc(CN(CC3CCCO3)C(=S)Nc3ccccc3)c(=O)[nH]c2c1 (stereo not given)
    8	4	0	15	15	50	6	3
- Nc1nonc1-n1nnc(C(=O)N/N=C/c2cccnc2)c1-c1cccs1
    -4	2	3	3	-40	8	-3	-6
- COc1ccc(NC(C)=O)cc1C
    -18	3	3	15	-9	1	10	2
- CCOC(=O)C1=C2c3ccc4ccccc4c3CC(C)(C)N2C(=O)C1=O
    3	-8	-2	-17	x	19	-5	1
- Oc1ccc(C[C@@H]2CNCCN2CCc2cccc3ccccc23)cc1
    8	-14	29	-12	x	23	12	5
- CS(=O)(=O)c1ccc(C(=O)Nc2nc(-c3ccco3)c(-c3ccco3)s2)cc1
    -5	-7	-10	26	-15	-6	-34	4
- Cc1ccc(NC(=O)c2ccc(Cl)c(S(=O)(=O)N3CCCCCC3)c2)nc1
    12	3	2	25	12	4	-40	3
- O=C(Nc1ccncc1)c1ccc(N2CCCC2=O)cc1
    7	-8	-3	1	2	2	-21	-17
- COc1ccc(NC2=C(Cl)C(=O)N(CCc3ccccc3)C2=O)cc1
    -3	13	-2	15	-33	-31	-47	-11
- CN(C)CCNCCCOc1ccccc1-c1ccccc1
    2	x	5	x	x	-11	6	-3
- CC(C)[C@H](NC(=O)OC(C)(C)C)C(=O)N/N=C/c1cccc2nccnc12
    7	-20	-25	-14	5	-7	-40	6
- COC(=O)[C@@]1(Cc2ccc(OC)cc2)[C@H]2c3cc(C(=O)N4CCCC4)n(CCSCCO)c3C[C@H]2CN1C(=O)c1ccccc1
    5	x	-1	1	-4	-1	-2	-18
- CCCC1(C(=O)O)NC(c2cccc(OC)c2O)C2C(=O)N(c3ccccc3)C(=O)C21 (stereo not given)
    3	-9	-1	0	0	-4	-2	-9
- COc1ccc(CCNC(=O)CCS(=O)(=O)c2ccc(C)cc2)cc1OC
    -14	-3	-8	-9	-3	-4	4	0
- Oc1ccc(CN2CCN(Cc3ccccc3)CC2)c2cccnc12
    8	68*	66*	17	24	-4	1	-4
- Cc1ccc2c(c1)sc(=NC(=O)C1CC1)n2C
    -18	-7	-3	1	-66	-74	-55	-6
- CC1=NNC(=O)/C1=C\c1cn(-c2ccccc2)nc1-c1cccs1
    11	68*	-3	46	-9	35	-20	-6
- CCCCCNCc1ccc(Br)cc1
    -8	-1	-1	19	7	10	-7	-4
- O=C(COc1ccc(Cl)cc1)NCCN1CCCCC1
    -7	0	0	-8	3	-11	8	-4
- CCOC(=O)N1C(=O)[C@](c2ccc(Cl)cc2)(C(C)C)N1C(=O)OCC
    4	3	7	1	-4	15	-2	-1
- Cn1c(N)c(C(C[N+](=O)[O-])c2c(F)cccc2Cl)c(=O)n(C)c1=O (stereo not given)
    1	-31	4	7	6	-5	-18	-9
- O=C(CCSCc1ccccc1Cl)N1CCN(c2ccccn2)CC1
    12	5	11	2	-9	-4	5	-5
- CC(C)(C)NC(=O)CN(C(=O)CNC(=O)c1cccs1)c1ccccc1F
    6	-1	4	2	29	-2	-9	-5
- COc1cc(C=NCC2OCCc3ccccc32)cc(OC)c1 (stereo not given)
    -18	-7	-1	10	4	6	6	-4
- CC(NC(=O)NCc1cccnc1)(C(F)(F)F)C(F)(F)F
    4	10	1	-6	4	-13	-17	-7
- CCCn1c(N)[n+](CC(=O)c2ccco2)c2ccccc21
    -6	-4	-4	12	11	10	-1	3
- Cc1c(-n2c(SCC(=O)O)nnc2-c2ccccc2Br)c(=O)n(-c2ccccc2)n1C
    -25	1	10	11	2	-2	17	3
- Cc1ccc(S(=O)(=O)N(CC(=O)N/N=C/c2ccc(F)cc2)c2cccc3cccnc23)cc1
    -12	12	4	-4	1	-2	24	3
- COc1ccccc1C(=O)NNC(=O)c1ccccc1
    -1	-2	4	-6	-44	-75	-63	8
- Cc1cn(C2OC(CC(=O)Oc3ccccc3)C(O)C2O)c(=O)[nH]c1=O (stereo not given)
    -8	4	-1	-7	-6	6	11	-3
- COc1ccccc1CN(Cc1cc2cc(C)ccc2[nH]c1=O)Cc1nnnn1Cc1ccco1
    25	-3	-10	5	2	-11	-5	10
- Cc1ccc2cccc(S(=O)(=O)Nc3ccc4c(c3)OCO4)c2n1
    -10	5	0	8	5	9	5	-2
- COC(=O)c1ccc(C2CC(=O)Nc3cc(OC)c(OC)cc32)cc1 (stereo not given)
    -22	-5	-2	2	3	8	14	-6
- N#C/C(=C\c1ccc(Cl)cc1)c1nc2ncccc2[nH]1
    10	-9	-15	-3	-9	-2	-20	-15
- CCOC(CNC(=O)c1nnc(Cc2cc(OC)c(OC)c(OC)c2)o1)OCC
    0	0	-10	-2	-3	-11	9	4
- Cc1nc2ccccn2c1C(=O)NCC(C)C
    1	-17	-3	-1	-2	0	-7	-1
- CC(C)(CN1CCN(Cc2ccccc2)CC1)NS(=O)(=O)c1ccc(Cl)cc1
    -10	7	8	7	5	-7	-8	-3

Next results
Second line of a record – Apaf1 inhib	EBI2 block	UBC13 inh	CCR6 antagonist	Gli-Sufu antag	Jurkat NFkB inh	697 NFkB inh	SENP8 block
- Cc1ccc(S(=O)(=O)N2CCCN(C)c3nc4ccccc4nc32)cc1
    2	11	2	6	-4	-11	2	0
- O=C(/C=C/c1cn(-c2ccccc2)nc1-c1cccs1)NCCN1CCOCC1
    6	3	21	4	4	1	26	2
- Cc1nnc(SCC(=O)Nc2ccc(Cl)cn2)s1
    -6	-7	1	3	-1	-3	-8	-7
- CCOc1ccc(C(=O)NCC(=O)NC(C)c2ccc(-n3ccnc3)cc2)cc1OCC (stereo not given)
    7	-6	2	18	-7	-1	14	2
- COc1cc(OC)c(CN2CCCCCCC2)cc1Br
    -14	3	4	10	-18	-3	3	4
- O=C(CN(CC1CCCO1)C(=O)Cn1nnc(-c2ccc(F)cc2)n1)NC1CCCCC1 (stereo not given)
    -16	6	-5	6	2	13	16	-3
- O=C1CN(c2ccccc2)C(=O)N1
    -10	1	-3	-1	-1	-30	-3	-11
- CCCCS(=O)(=O)N1CCCC(C(=O)Nc2ccc(Cl)cn2)C1 (stereo not given)
    -1	5	11	-15	4	17	12	1
- COc1ccccc1NC(=O)N1CCN(S(C)(=O)=O)CC1
    3	-4	0	-3	2	10	2	-8
- Cc1ccc(N2N=C(c3ccc(F)cc3)CC2c2ccco2)cc1 (stereo not given)
    16	23	8	32	-28	-43	-63	-17
- FC(F)(F)Oc1ccc(NC(=S)NCc2ccccc2)cc1
    23	-11	1	6	-13	-8	-1	0
- CCn1c(COc2ccccc2)nnc1SCC(=O)Nc1ccc(N2CCOCC2)cc1
    -4	-1	4	4	4	-4	14	-2
- O=C(COC(=O)/C=C/c1ccc2c(c1)OCO2)Nc1ccccc1
    13	5	-6	-6	12	-23	-19	-8
- Fc1cnc(N/N=C/c2ccc(-c3ccc(Br)cc3)o2)nc1N1CCOCC1
    12	11	-13	6	5	-11	-37	2
- C[C@H](NC(=O)c1ccco1)C(=O)Nc1cccc([N+](=O)[O-])c1
    -11	-4	-1	-12	-2	6	31	-1

Results in CCR6 antagonist and SENP8 block, for some of the entries so far:
canonical_smiles | CCR6 antagonist | SENP8 block
CCOc1ccc(C(=O)NCC(=O)NC(C)c2ccc(-n3ccnc3)cc2)cc1OCC (stereo not given) | 18 | 2
COc1ccccc1NC(=O)N1CCN(S(C)(=O)=O)CC1 | -3 | -8
O=C1CN(c2ccccc2)C(=O)N1 | -1 | -11

The list continues:
Second line of a record – Apaf1 inhib	EBI2 block	UBC13 inh	CCR6 antagonist	Gli-Sufu antag	Jurkat NFkB inh	697 NFkB inh	SENP8 block
- CC(C)(C)S(=O)(=O)c1cnc(-c2ccc(Cl)cc2)nc1N
    -12	1	2	2	-33	-50	-87	-6
- C=C(C)Cn1c(SCC#N)nc2ccccc2c1=O
    -4	4	-1	11	2	2	6	13
- COC(=O)CSc1nnc(CNC(=O)c2cc(OC)c(OC)c(OC)c2)n1C
    3	0	5	2	-2	7	7	1
- O=C1C2C3C=CC(C2C(=O)N1C1CCCCC1)C1C(=O)N(C2CCCCC2)C(=O)C31 (stereo not given)
    23	-6	-5	-8	3	4	-5	-8
- CCSc1nnc(Cc2cc(=O)[nH]c(=O)[nH]2)n1-c1ccc(Cl)cc1
    3	-6	-11	3	9	-8	-27	-4
- COc1ccc(OCC(=O)Nc2cccc(OC)c2)cc1
    -5	6	3	-5	3	-2	5	-1
- O=C(COc1ccc(Br)cc1)NCCO
    7	-5	1	0	-6	6	3	-1
- O=C(Nc1ccccc1)c1ccccc1OCc1ccc(F)cc1
    5	-4	-4	9	7	2	-5	-4

Complete entries from above. Order of values: Apaf1 inhib, EBI2 block, UBC13 inh, CCR6 antagonist, Gli-Sufu antag, Jurkat NFkB inh, 697 NFkB inh, SENP8 block
Shown for CC(C)(C)S(=O)(=O)c1cnc(-c2ccc(Cl)cc2)nc1N : -12, 1, 2, 2, -33, -50, -87, -6
Shown for COC(=O)CSc1nnc(CNC(=O)c2cc(OC)c(OC)c(OC)c2)n1C : 3, 0, 5, 2, -2, 7, 7, 1
